UPR CHOP act – activators of apoptotic CHOP UPR arm, primary screen, cell-based, CHO-CHOP luciferase reporter, luminescence, uHTS | UPR activation; percent of tunicamycin response over DMSO baseline | activation, % at 10 µM | 0.34% of 330,000 active | AID 449763, 2010;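 active = at 10 µM dose, activation of 40% or more, normalized to positive control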;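 also: 100% = tunicamycin at 10 µg/mL and 0% = DMSO alone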
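Evaluation: % reporter activation, DMSO baseline versus tunicamycin full activation; System: CHO-CHOP luciferase reporter cell line; Input: 500 cells/well; Incubation: 6 h compound treatment, 37 °C; Measured by: Steady-Glo luciferase luminescence; Dosing: one dose, 10 µM in 0.5% DMSO; Buffer or medium: F12 medium, 10% FBS; Benchmarks: positive tunicamycin 10 µg/mL, negative DMSO alone.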
Mdm2-MdmX inh – inhibitors of human Mdm2-MdmX association, primary screen, cell-based, luminescence, split luciferase, SaOS-2, uHTS; inhibition, % at 8 µM; SaOS-2 split-luciferase Mdm2/MdmX complementation; Protein Mdm4 (Homo sapiens) + E3 ubiquitin-protein ligase Mdm2 (Homo sapiens), …; 3% of 330,000 active; AID 485346, 2010;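 active = inhibition of at least 50% at 8 µM in the primary screen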
Target sequence (O15151 whole entry, looked up): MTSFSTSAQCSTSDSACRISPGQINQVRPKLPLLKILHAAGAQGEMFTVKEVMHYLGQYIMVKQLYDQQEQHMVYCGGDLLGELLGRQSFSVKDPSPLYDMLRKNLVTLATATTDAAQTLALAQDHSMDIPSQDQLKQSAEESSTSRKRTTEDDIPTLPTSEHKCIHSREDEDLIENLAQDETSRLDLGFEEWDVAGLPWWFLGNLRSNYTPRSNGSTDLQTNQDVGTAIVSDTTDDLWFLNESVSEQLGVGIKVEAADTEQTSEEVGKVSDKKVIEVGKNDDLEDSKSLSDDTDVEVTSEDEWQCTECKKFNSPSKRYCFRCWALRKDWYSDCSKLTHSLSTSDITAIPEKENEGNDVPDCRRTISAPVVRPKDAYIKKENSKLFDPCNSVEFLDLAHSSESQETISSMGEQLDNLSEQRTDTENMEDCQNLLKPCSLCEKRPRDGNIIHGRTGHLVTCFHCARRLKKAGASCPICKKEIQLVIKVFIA
Target sequence (Q00987 whole entry, looked up): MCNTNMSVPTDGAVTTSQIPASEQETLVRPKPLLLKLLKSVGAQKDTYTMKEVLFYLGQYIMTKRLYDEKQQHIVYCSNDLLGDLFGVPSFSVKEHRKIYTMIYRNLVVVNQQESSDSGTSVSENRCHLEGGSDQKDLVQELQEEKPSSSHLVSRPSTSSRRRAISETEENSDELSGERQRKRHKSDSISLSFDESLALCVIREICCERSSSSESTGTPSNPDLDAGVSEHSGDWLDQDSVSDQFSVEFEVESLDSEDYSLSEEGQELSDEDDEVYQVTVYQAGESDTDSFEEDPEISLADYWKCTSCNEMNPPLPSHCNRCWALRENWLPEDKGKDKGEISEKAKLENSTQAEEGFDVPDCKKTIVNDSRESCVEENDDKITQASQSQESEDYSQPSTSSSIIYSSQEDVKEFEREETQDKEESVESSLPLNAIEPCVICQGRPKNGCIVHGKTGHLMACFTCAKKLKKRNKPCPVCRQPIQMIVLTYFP
tim23-1 inh – growth inhibitors of tim23-1 mutant yeast, primary screen, luminescence, uHTS. S. cerevisiae tim23-1 growth, BacTiter-Glo luminescence, 24 h. inhibition, % at 20 µM. AID 463212, 2010. 1.3% of 330,000 active;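 active = growth inhibition of the mutant yeast at or above 50%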;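 also: temperature-sensitive mutant grown at 25 °C; plate controls were DMSO-treated mutant yeast for no effect and medium wells lacking yeast for full effect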
Jurkat NFkB inh – inhibitors of induced NF-kB luciferase reporter, primary screen, TCR NF-kB activation inhibitor project, cell-based, luminescence, uHTS; Jurkat, PMA/ionomycin-induced NF-kB luciferase reporter; inhibition, % at 4 µM; 0.53% of 330,000 active; AID 435003, 2010; in the data active = inhibition above about 50%
697 NFkB inh – inhibitors of PMA/ionomycin-induced NF-kB reporter, 697 cells, primary screen, B-cell NF-kB inhibitor project, cell-based, luminescence, uHTS; 697 B-cell NF-kB luciferase reporter, 16 h; inhibition, % at 4 µM; 0.33% of 330,000 active; in the data active = inhibition above about 35%
UPR XBP1 act – activators of adaptive XBP1 UPR arm, primary screen, cell-based, CHO-XBP1 luciferase reporter, luminescence, uHTS; IRE1-XBP1 UPR activation; percent of tunicamycin response, DMSO as zero; 0.33% of 330,000 active; AID 463104, 2010; activation, % at 20 µM;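 active = versus positive control, 20 µM dose yields 30% or more activation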;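 also: 100% = tunicamycin at 10 µg/mL and 0% = DMSO only wells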
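assay system = CHO-XBP1 luciferase reporter cells | amount = 1000 cells/well | buffer or medium = F12 plus 10% FBS | compound dosing = single point, 20 µM final compound, 1% DMSO | incubation = 16-18 h cell attachment at 37 °C, then 6 h compound exposure | detection = Steady-Glo luminescence read | controls = tunicamycin 10 µg/mL and vehicle-only wells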
TIM10 inh – growth inhibitors of isogenic TIM10 control yeast, primary screen, counter-screen for tim10-1 yeast inhibitor project, luminescence, uHTS | S. cerevisiae TIM10 strain growth, BacTiter-Glo luminescence, 24 h | inhibition, % at 10 µM | 1.4% of 330,000 active;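 active = inhibition of 40% or more at the single tested concentration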;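 also: wild-type TIM10 isogenic control strain grown at permissive 25 °C; 0% = DMSO yeast wells and 100% = minimal medium wells without yeast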
tim10-1 inh – growth inhibitors of tim10-1 mutant yeast, primary screen, luminescence, uHTS. S. cerevisiae tim10-1 ts strain growth, BacTiter-Glo, 24 h. inhibition, % at 20 µM. 2.2% of 330,000 active. AID 463190, 2010;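 active = inhibition of at least 40%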;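 also: mutant grown at 25 °C; 0% = DMSO wells with yeast and 100% = wells holding no yeast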
Numbers without * were called inactive.

SMILES | UPR CHOP act | Mdm2-MdmX inh | tim23-1 inh | Jurkat NFkB inh | 697 NFkB inh | UPR XBP1 act | TIM10 inh | tim10-1 inh
CCCCOC(=O)Nc1ccc(C(C)C)cc1 | 9.4 | -9 | 10 | -107 | -118 | 2 | -5 | 13
COc1cc(C2/C(=C(\O)c3ccc4c(c3)OCCO4)C(=O)C(=O)N2Cc2ccco2)cc(OC)c1OC (stereo unspecified) | 1.3 | 3 | -1 | 11 | -2 | -5 | -2 | 3
O=C(Nc1cccc(S(=O)(=O)N2CCOCC2)c1)c1cnccn1 | -0.7 | -13 | 4 | -1 | -9 | 2 | -10 | 9
O=C1CC(N(C(=O)c2ccco2)c2cccc(Cl)c2)C(=O)N1c1cccc(Cl)c1 (stereo unspecified) | 3.2 | 7 | 23 | 3 | 3 | -1 | 30 | 24
Nc1nonc1-n1nnc(C(=O)N/N=C/c2cccnc2)c1CSC1=NCCS1 | -0.5 | 23 | -7 | -9 | -25 | 0 | 2 | 12
CCN(CC)CCOCCOC(=O)C(CC)(CC)c1ccccc1 | 0.6 | -14 | 13 | -10 | 3 | -4 | 2 | -12
COc1ccc(CNC(=O)Cc2csc(NC(=O)Nc3ccccc3OC)n2)cc1 | 0.8 | 6 | 7 | 12 | 0 | -2 | -2 | -3
O=C(CNCc1cccs1)Nc1ccc(N2CCCCCC2)cc1 | 1.4 | 5 | 35 | 1 | -13 | 1 | 0 | 11
Cc1cc(C)c(S(=O)(=O)N2CCC(C(=O)NCc3ccco3)CC2)c(C)c1 | -2.2 | -13 | 30 | -6 | 17 | -1 | 25 | 18
CCSc1nnc(NC(=O)Cc2ccc(OC)c(S(=O)(=O)N3CCOCC3)c2)s1 | 11 | -23 | 12 | -1 | -5 | 1 | -6 | 12
CCC1(c2ccc(F)cc2)NC(=O)N(CC(=O)N2CCc3ccccc32)C1=O (stereo unspecified) | 0.5 | 14 | 22 | 19 | 19 | -1 | 9 | -47
c1ccc(Oc2cc(-c3ccccc3)nc(-c3ccccc3)n2)cc1 | 2.0 | -12 | 14 | -14 | -5 | -1 | 7 | 7
COc1cccc(-n2cnc3sc4c(c3c2=O)CCC4)c1 | -1.4 | -13 | 35 | -20 | -5 | 0 | -11 | 19
Cc1ccccc1/C(N)=N/OC(=O)c1cccs1 | 4.2 | 11 | 68* | -10 | -47 | 4 | 70* | 61*
CC(C)CCNC(=O)C1CCCN(S(=O)(=O)c2ccc3c(c2)CC(C)N3C(=O)C2CC2)C1 (stereo unspecified) | -0.9 | 9 | 9 | -12 | 13 | -1 | 9 | 1
CCOc1ccc(OCC)c(NS(=O)(=O)c2ccc3c(c2)CCN3C(=O)C2CCC2)c1 | -1.0 | 11 | 6 | -19 | -5 | 1 | 5 | 17
Cc1[nH]c2ccccc2c1C(c1ccncc1)N1CCC(C)CC1 (stereo unspecified) | 1.4 | 14 | 13 | -7 | 11 | -3 | -11 | -4
Cc1sc(NC(=O)CN2CCOCC2)nc1-c1ccc2c(c1)CCN2S(=O)(=O)c1ccccc1 | 5.0 | 25 | 11 | 35 | -21 | -5 | 15 | 15
CC(C)(C)c1ccc(OC(=O)Nc2ccc(O)c(C(=O)O)c2)cc1 | -4.7 | 6 | 13 | 5 | 34 | -7 | 12 | 12
COc1ccc(O)c(/C=N/c2sc(C)c(C)c2C#N)c1 | 2.0 | 6 | 0 | -5 | -9 | 0 | 12 | 11
CCOC(=O)Nc1cccc(OCC(=O)Nc2ccccc2OCC)c1 | 3.1 | 8 | 16 | 3 | 14 | 0 | 23 | 18
CC(C)c1ccccc1NC(=O)COC(=O)c1cccnc1 | 1.0 | -5 | -3 | -16 | 11 | -4 | 10 | -17
O=C(c1cccs1)N1CCN(Cc2ccncc2)CC1 | 0.9 | -26 | 4 | 3 | 12 | 6 | -5 | 5
C=CCn1c(SCC(=O)N2CCCC2)nc2c([nH]c3ccccc32)c1=O | 0.5 | 8 | 8 | 20 | -5 | -2 | 0 | 12
O=C(Nc1ccc2c(c1)OCCO2)c1cccnc1Oc1ccccc1 | 3.0 | -10 | 20 | 1 | 6 | -2 | 13 | 8
CC(=O)Nc1ccc(NC(=O)C(C)OC(=O)c2ccc(S(=O)(=O)N3CCCCC3)cc2)cc1 (stereo unspecified) | -1.2 | 45 | -11 | 8 | 8 | 1 | -7 | -4
O=C(CN(C(=O)CNS(=O)(=O)c1ccccc1)c1ccc2c(c1)OCCO2)NC1CCCCC1 | 1.8 | -5 | 15 | -2 | 0 | -5 | 1 | 4
O=C(NCC1CCCO1)c1ccc(N2C(=O)C3CCCCC3C2=O)cc1 (stereo unspecified) | -0.1 | -19 | 6 | -9 | 11 | -5 | 10 | -11
O=C(N/N=C/c1ccc([N+](=O)[O-])cc1)c1[nH]ncc1Br | 0.7 | -58 | 0 | -67 | -31 | -4 | -15 | -10
Cn1c(=O)c2c(nc(Br)n2Cc2nnc(N)s2)n(C)c1=O | -1.1 | 6 | 0 | 3 | 14 | -4 | -1 | -6
O=C(C1CCC1)N1CCc2cc(S(=O)(=O)Nc3ccc4c(c3)OCO4)ccc21 | 3.2 | 31 | -6 | 18 | -41 | -2 | 10 | 5
O=C(COC(=O)c1ccc2c(c1)C(=O)N(c1cccc3ncccc13)C2=O)c1ccc(Cl)cc1 | -1.7 | -20 | 3 | -20 | 0 | -3 | 4 | 11
O=C(COC(=O)C1CC(=O)N(Cc2ccco2)C1)c1ccc(OC(=O)c2ccco2)cc1 (stereo unspecified) | -0.3 | 2 | 6 | 8 | 21 | 3 | 21 | 13
COc1ccc(-n2ccnc(SCC(=O)NCc3ccc(C)cc3)c2=O)cc1Cl | -0.6 | 8 | 13 | 9 | 16 | -2 | 8 | 7
CC(C)C[C@@H](CO)N(Cc1ccccc1)S(=O)(=O)N(Cc1ccccc1)[C@@H](CO)CC(C)C | 4.3 | 83* | 33 | 9 | -2 | 6 | -1 | 17
CCOC(=O)C(=O)/C(=C\N(C)C)c1onc(-c2ccccc2Cl)c1C(=O)OC | 0.7 | 22 | 23 | 4 | -10 | -1 | 12 | 17
Cc1ccccc1NC(=O)COc1coc(CN2CCN(c3ccccc3)CC2)cc1=O | -0.9 | 9 | 2 | -10 | -17 | -2 | -5 | -12
O=C(NCc1ccco1)C1CCCN(S(=O)(=O)c2cccc3nsnc23)C1 (stereo unspecified) | 0.9 | -9 | 11 | 9 | -12 | 2 | 7 | 8
C#CCOCCOCCOCCNc1nc(N2CCN(C(=O)Cn3cc(CCCCN)nn3)CC2)nc(N2CCN(C(=O)[C@H](CCCCN)n3cc(CCCC)nn3)CC2)n1 | -2.3 | 43 | 1 | 0 | 8 | 2 | 4 | 9
Cc1ccc(CNC(=O)CCS(=O)(=O)c2ccc(C)cc2)cc1 | -0.3 | 9 | 14 | -13 | 17 | 2 | 10 | -2
O=C(NCCc1ccccc1)c1ccc2nccnc2c1 | -6.9 | 2 | 14 | -16 | -89 | -7 | -1 | -6
COc1ccc(/C=C/c2n[nH]c(=O)c(C#N)c2C)cc1 | 0.8 | -20 | 19 | -9 | -21 | -1 | 10 | 33
Cc1cc(C)nc(N/C(=N\S(=O)(=O)Cc2ccccc2)Nc2cccc(Cl)c2C)n1 | -0.8 | -4 | 9 | 2 | 23 | 0 | 23 | 17
Cc1n[nH]c(C)c1S(=O)(=O)N(CC(=O)Nc1ccc2c(c1)OCCO2)c1ccc(C(C)C)cc1 | -4.0 | -6 | -3 | 2 | -8 | -2 | 3 | -3
CC(=O)Nc1ccc(OCC(O)Cn2cnc3ccccc32)cc1 (stereo unspecified) | -2.0 | 12 | 1 | -11 | 1 | 0 | 0 | 9
COc1ccc(-c2nn(C)c(=O)c3ccccc23)cc1NS(C)(=O)=O | -2.5 | 68* | 6 | -9 | 38* | 2 | -6 | 1
Cc1cc(NC(=O)CN2C(=O)NC(C)(c3ccccc3)C2=O)no1 (stereo unspecified) | 1.3 | -10 | 0 | 14 | 5 | -1 | -7 | 3
O=C1CC(c2ccccc2)=Nc2ccccc2N1Cc1ccccc1 | 0.5 | 30 | 19 | -7 | 6 | -1 | 40* | 31
COc1cc(/C=N/NC(=O)c2nc3ccccn3c2C)cc(OC)c1O | -2.6 | -3 | 21 | -10 | 11 | -1 | -9 | 15
CCOc1ccc(N/C(N)=N/c2nc(CSc3nnnn3-c3ccccc3)cc(=O)[nH]2)cc1 | 0.6 | 6 | -8 | 12 | 21 | 4 | -4 | -11
Cn1cc(SCC(=O)Nc2nccs2)c2ccccc21 | 3.3 | -34 | 17 | -56 | 10 | 3 | 9 | 17
Cc1onc(-c2ccccc2)c1C(=O)N1CCN(Cc2ccc3c(c2)OCO3)CC1 | -0.8 | 13 | 14 | -5 | 0 | -2 | 14 | 16
CN(Cc1ccccc1)C(=O)c1ccc(COc2ccccc2)cc1 | -0.4 | -10 | 34 | 1 | -1 | -3 | -17 | 3
CCOc1ccc(C(C(=O)Nc2ccc(F)cc2)N(C(=O)Cn2nnc3ccccc32)C2CC2)cc1 (stereo unspecified) | 2.4 | 21 | 9 | 0 | -10 | -3 | 19 | 12
O=C(Nc1nc(-c2ccccc2)c(C(=O)c2ccccc2)s1)c1ccc(S(=O)(=O)N2CCCC2)cc1 | 3.8 | -4 | 15 | 0 | 7 | -2 | 10 | 6
Cc1cc(N2CCOCC2)nc2ccc(NC(=O)CCC(=O)N3CCCC(C)C3)cc12 (stereo unspecified) | -1.3 | -56 | 15 | -46 | -33 | 3 | 9 | 15
Cc1ccc(C(=O)OCC(=O)N(CC(C)C)c2c(N)n(Cc3ccccc3)c(=O)[nH]c2=O)cc1[N+](=O)[O-] | 1.3 | 25 | -6 | 1 | 5 | -3 | -12 | 2
CC1CCN(C(=O)CSc2nnc(Cc3cc(=O)[nH]c(=O)[nH]3)n2-c2ccc(Cl)cc2)CC1 | 0.7 | -7 | 19 | 9 | 20 | -3 | -9 | 7
O=C(CSCc1cccc(CSCC(=O)Nc2ccccc2)n1)Nc1ccccc1 | -2.7 | -10 | 4 | 5 | 6 | 2 | 6 | 1
